PLK1 PBD inh = Plk1 polo box domain binding inhibitors, primary screen, biochemical, fluorescence polarization | Serine/threonine-protein kinase PLK1 (Homo sapiens), P53350 | Plk1 PBD phosphopeptide binding | inhibition, %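 (tested at about 20 µM)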 | 97,000 tested, 0.13% active | AID 693, 2007; in the data active = inhibition above about 34%, passing the limit was not always enough
PLK1 inh = human PLK1 kinase inhibitors, primary screen, biochemical, TR-FRET; Serine/threonine-protein kinase PLK1 (Homo sapiens), P53350; recombinant PLK1 kinase, TR-FRET peptide phosphorylation; inhibition, % at 10 µM; 97,000 tested, 0.53% active;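 active = inhibition of 50% or more in the single-concentration screen; inactive = inhibition below 50%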;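 also: 0% = DMSO max control and 100% = H-89 dihydrochloride min control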
IL1B cytotox = cytotoxicity in IL-1B stimulated HUVEC, primary screen, cytotoxicity control for IL-1B NFkB translocation project, imaging, Hoechst nuclear count, IL-1B stimulus. 94,000 tested, 0.41% active. cell count reduction, % at 2 µM. AID 845, 2007. HUVEC cell count loss;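 active = cell count reduction more than 3 SD above the screen-wide mean, cut at about 70% in these data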;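 also: normalized per plate to untreated control cells as the no-loss baseline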
cytoskel mod = modifiers of F-actin cytoskeleton organization, primary screen, imaging, HUVEC, phalloidin staining, high-content imaging. inhibition, % at 2 µM. AID 836, 2007. 91,000 tested, 0.18% active. HUVEC TNFa F-actin phalloidin imaging;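 active = inhibition above the batch mean plus 3 SD and confirmed as a hit by visual image inspection, cut at about 30% in these data, passing the limit was not always enough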; also: strong numbers were not always called active
Ecoli WT expand = growth inhibitors of wild-type E. coli, primary screen, strain BW25113, expanded library, OD600; OD600 absorbance; growth inhibition, % at 100 µM; 98,000 tested, 0.15% active; AID 710, 2007;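 active = growth inhibition above about 50% at one test dose, limit read from the data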;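 also: growth measured after 20 h incubation at 37 °C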
hDAT+cocaine = changed hDAT dopamine uptake under cocaine IC80, either direction, primary screen, cocaine antagonist project, cell-based, LLC-PK1 hDAT, [14C]-dopamine uptake, MLSMR. LLC-PK1 hDAT cells, [14C]-dopamine uptake with cocaine IC80; actives deviate in either direction. 110,000 tested, 1.3% active. B-score at 10 µM. Sodium-dependent dopamine transporter (Homo sapiens), Q01959;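 active = Z score or B-score, a plate-position-corrected score, falls beyond the plate's 99.7% confidence bounds, in either direction; inactive = both scores lie inside the 99.7% bounds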;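 also: scored against the spread of the other compound wells on the same plate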
Target sequence (Q01959 whole entry, looked up): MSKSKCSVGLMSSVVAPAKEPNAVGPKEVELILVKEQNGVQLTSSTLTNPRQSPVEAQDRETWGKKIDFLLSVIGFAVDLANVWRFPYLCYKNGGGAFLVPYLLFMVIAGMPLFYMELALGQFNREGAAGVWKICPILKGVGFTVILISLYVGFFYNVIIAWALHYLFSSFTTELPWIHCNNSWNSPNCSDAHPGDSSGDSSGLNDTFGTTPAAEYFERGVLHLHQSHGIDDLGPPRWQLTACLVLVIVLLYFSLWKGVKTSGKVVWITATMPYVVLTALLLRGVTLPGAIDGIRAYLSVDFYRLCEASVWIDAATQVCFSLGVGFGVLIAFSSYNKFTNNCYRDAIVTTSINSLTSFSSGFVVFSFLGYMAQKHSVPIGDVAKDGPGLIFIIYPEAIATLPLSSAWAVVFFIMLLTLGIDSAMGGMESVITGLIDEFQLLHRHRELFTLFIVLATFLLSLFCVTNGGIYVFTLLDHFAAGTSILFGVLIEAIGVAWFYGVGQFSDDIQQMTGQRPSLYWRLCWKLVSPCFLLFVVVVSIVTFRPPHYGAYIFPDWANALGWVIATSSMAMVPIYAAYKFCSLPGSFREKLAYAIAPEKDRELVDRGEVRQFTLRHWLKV
sEH inh = soluble epoxide hydrolase inhibitors, primary screen, biochemical, human sEH; Bifunctional epoxide hydrolase 2 (Homo sapiens), P34913; recombinant human sEH enzymatic activity assay; inhibition, % at 2 µM; 91,000 tested, 0.34% active; in the data active = inhibition above about 80%; also: values of inactives mirror those of a sister screen read the other way; many of its hits are not listed in these tables
VCAM1 TNFa inh = inhibitors of TNFa-induced VCAM1 expression, primary screen, imaging, HUVEC, TNFa stimulus, immunofluorescence | inhibition, % at 2 µM | AID 802, 2007 | HUVEC TNFa-induced VCAM-1 immunofluorescence, high-content imaging | 95,000 tested, 0.48% active;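 active = inhibition above the batch mean plus 3 SD, with images confirmed as a hit by eye, cut at about 37% in these data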;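 also: 0% = TNF-stimulated DMSO wells and 100% = unstimulated control wells; not every result past the cut was called active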
TNFa cytotox = cytotoxicity in TNFa-stimulated HUVEC, primary screen, cytotoxicity control for VCAM1 expression modulator project, imaging, Hoechst nuclei count | HUVEC TNFalpha-stimulated, Hoechst cell count | 93,000 tested, 0.17% active | cell count reduction, % at 2 µM;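 active = cell count reduction exceeding the screen mean by over 5 SD, scaled to untreated wells per plate, cut at about 78% in these data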;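 also: cells counted after 24 h of TNF alpha exposure following the 1 h pretreatment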
Numbers without * were called inactive; . = not tested or not shown.

Screens in order: PLK1 PBD inh | PLK1 inh | IL1B cytotox | cytoskel mod | Ecoli WT expand | hDAT+cocaine | sEH inh | VCAM1 TNFa inh | TNFa cytotox
CCOC(=O)c1oc2ccc(Br)cc2c1CSc1nnc(C)s1
→ 24 | -12 | -28 | -23 | -16 | -0.22 | -9 | -2 | -2
Cc1ccc(NC2=C(Cl)C(=O)OC2NC(=O)c2ccccc2)cc1 (stereo unspecified)
→ 10 | -16 | 8 | -11 | . | 1 | 8 | 8 | 1
N#Cc1c2n(c3c(=O)n(Cc4ccccc4Cl)cnc13)CCCC2
→ -14 | -7 | 4 | -67 | 3 | 0.049 | -5 | -9 | 9
Cc1cc2c(cc1C)CSC(c1ccc(O)cc1)SC2
→ -9 | -5 | 10 | -8 | -4 | -0.1 | 5 | 11 | 13
Cn1c(SCc2ccccc2)nnc1-c1cnccn1
→ 0 | -4 | 5 | 2 | 8 | 0.55 | -6 | 18 | -5
CCOCCc1nnc(NC(=O)CN2C(=O)c3ccccc3C2=O)s1
→ 6 | -14 | 28 | -12 | -3 | -1.3 | 4 | 5 | 2
CCn1cnc2cc(NCc3nc4ccccc4n3Cc3ccccc3)ccc21
→ -17 | -5 | -17 | 6 | . | 2.3 | -1 | -9 | -2
Cc1oc2cc3c(C(=O)N4CCN(c5ccccc5)CC4)c(C)oc3cc2c1C(=O)N1CCN(c2ccccc2)CC1
→ -9 | -5 | 1 | 23 | . | . | 2 | 15 | -34
O=C(O)C1CCCCC1C(=O)N1CC=C(c2ccccc2)CC1 (stereo unspecified)
→ -19 | -10 | 6 | 28 | 9 | -1.1 | -12 | 2 | 2
CCOc1cc(C2NC(=O)NC(c3ccccc3)=C2C(C)=O)ccc1OCC(N)=O (stereo unspecified)
→ 7 | -11 | -8 | -12 | -7 | . | . | 21 | 6
CCCNC(=S)NCCN1CCCCC1
→ -4 | 10 | -33 | -8 | . | 0.0093 | 3 | -12 | -29
CCc1ccc(N2CC34C=CC(O3)C(C(=O)OC)C4C2=O)cc1 (stereo unspecified)
→ 0 | -10 | -14 | -6 | 8 | -0.43 | -2 | 9 | -1
CCOC(=O)c1c(C)[nH]c(O)c1C=Nc1ccc(C(F)(F)F)cc1
→ -14 | -1 | -5 | 32 | -4 | 0.23 | -6 | 11 | -18
O=C1/C(=N\O)Cc2ccccc21
→ -3 | -5 | 4 | 8 | -1 | 0.8 | -21 | 0 | -7
Cc1ccc(S(=O)(=O)NC(=O)Nc2nnc(C)s2)cc1
→ -10 | -12 | -11 | 19 | -3 | 0.088 | 3 | 20 | -16
Nc1nc2ccc(Oc3ccccc3)cc2s1
→ 0 | -17 | -13 | 12 | 29 | -0.84 | . | 0 | -23
CCC(=O)N1CCN(c2c(Cl)cccc2[N+](=O)[O-])CC1
→ 11 | -8 | -18 | -4 | 1 | -1.9 | -11 | -18 | -26
COCCCn1c(SCC(=O)N2CCc3ccccc32)nnc1-c1ccoc1C
→ -7 | -3 | 17 | 17 | . | -0.96 | 0 | 10 | -21
CC(=O)c1cc2c(cc1NC(=O)CN1CCCCCC1)OCO2
→ -5 | -2 | -15 | -7 | 9 | -0.23 | 6 | 10 | 10
CCC(C)S(=O)(=O)c1snnc1C (stereo unspecified)
→ -10 | -11 | 5 | 11 | 12 | -0.6 | 8 | 0 | -24
COc1cc(NC(=O)NC(C)(C(F)(F)F)C(F)(F)F)cc(OC)c1OC
→ -19 | -4 | -44 | -9 | -5 | -0.52 | 2 | 0 | -5
CSc1nc2ccccc2c(=O)n1N
→ -24 | -4 | -21 | 3 | 6 | 0.47 | 7 | 20 | 0
Cc1cc(C)nc(NN2C(=O)/C(=C/c3ccccc3)SC2=S)n1
→ -23 | -12 | -35 | -18 | -20 | 0.32 | 5 | 24 | -2
CC(C)(Cl)C1Cc2cc3ccc(=O)oc3cc2O1 (stereo unspecified)
→ -7 | -7 | -13 | 17 | 2 | -0.41 | 7 | -6 | 9
COC(=O)c1ccc(C2CC(=O)Nc3cc(OC)c(OC)c(OC)c32)cc1 (stereo unspecified)
→ -5 | -15 | -30 | 1 | -9 | 0.12 | 19 | -2 | -5
Cc1[nH]c2ccc(C(=O)O)cc2c1C
→ -5 | -8 | 4 | 20 | -11 | 1 | -30 | 2 | -1
COC(=O)CN1C2(C#N)CCCCC2CC2CCCCC21C#N (stereo unspecified)
→ 8 | 7 | -15 | 0 | 4 | 1.3 | 21 | -20 | -18
C=CCOc1cccc(C2/C(=C(/O)c3ccc(F)cc3)C(=O)C(=O)N2CCN2CCOCC2)c1 (stereo unspecified)
→ -20 | -8 | -17 | 1 | 0 | 0.087 | 1 | -32 | -17
Cc1ccc(CN(c2ccc(C(=O)NCc3cccnc3)cc2)S(C)(=O)=O)cc1
→ 11 | 2 | -8 | 9 | 6 | -0.24 | 2 | -5 | -37
CCn1c(N)c(C(=O)NCc2ccco2)sc1=S
→ 13 | -4 | -30 | -2 | 3 | 0.026 | -4 | -38 | -33

Retrieved by structure from the list above (six):
Screens in order: PLK1 PBD inh | PLK1 inh | IL1B cytotox | cytoskel mod | Ecoli WT expand | hDAT+cocaine | sEH inh | VCAM1 TNFa inh | TNFa cytotox
Cc1ccc(CN(c2ccc(C(=O)NCc3cccnc3)cc2)S(C)(=O)=O)cc1
→ 11 | 2 | -8 | 9 | 6 | -0.24 | 2 | -5 | -37
CCn1c(N)c(C(=O)NCc2ccco2)sc1=S
→ 13 | -4 | -30 | -2 | 3 | 0.026 | -4 | -38 | -33
Cc1[nH]c2ccc(C(=O)O)cc2c1C
→ -5 | -8 | 4 | 20 | -11 | 1 | -30 | 2 | -1
CC(C)(Cl)C1Cc2cc3ccc(=O)oc3cc2O1 (stereo unspecified)
→ -7 | -7 | -13 | 17 | 2 | -0.41 | 7 | -6 | 9
C=CCOc1cccc(C2/C(=C(/O)c3ccc(F)cc3)C(=O)C(=O)N2CCN2CCOCC2)c1 (stereo unspecified)
→ -20 | -8 | -17 | 1 | 0 | 0.087 | 1 | -32 | -17
Cc1cc(C)nc(NN2C(=O)/C(=C/c3ccccc3)SC2=S)n1
→ -23 | -12 | -35 | -18 | -20 | 0.32 | 5 | 24 | -2

Next part
Letter code: A = PLK1 PBD inh; B = PLK1 inh; C = IL1B cytotox; D = cytoskel mod; E = Ecoli WT expand; F = hDAT+cocaine; G = sEH inh; H = VCAM1 TNFa inh; I = TNFa cytotox
> CCOC(=O)CSc1nc2cc(C(=O)NCC3CCCO3)ccc2c(=O)n1Cc1ccco1 (stereo unspecified)
  A: -11	B: 0	C: 15	D: 4	E: -6	F: 1.1	G: -3	H: 4	I: -6

> CC1CN(C(=O)c2cccc(C(=O)N3CC(C)OC(C)C3)c2)CC(C)O1 (stereo unspecified)
  A: -18	B: -9	C: 6	D: -3	E: 6	F: .	G: 13	H: -33	I: -10

> Cc1cc(C)nc(NC2=NCCN2C(=O)NC2CCCCC2)n1
  A: 5	B: -1	C: -3	D: 16	E: -3	F: -0.018	G: -3	H: -17	I: -3

> Cc1ccc(S(=O)(=O)NNC(=O)C(=O)NNc2ccccn2)cc1
  A: -20	B: -12	C: 1	D: -54	E: 32	F: 0.33	G: 15	H: -25	I: 7

> CCN(C(C)=O)c1nnc(CSc2nc3ccccc3s2)s1
  A: 4	B: -15	C: 15	D: -5	E: 7	F: 1.9	G: 10	H: -5	I: -15

> CC1(C)C(c2ccccc2)=NC(c2ccc(F)cc2)N1O (stereo unspecified)
  A: -14	B: -16	C: -70	D: -5	E: -8	F: 0.72	G: -2	H: -14	I: 14

> CCOC(=O)N1CCC(NC(=O)c2ccc3nc(N4CCOCC4)sc3c2)CC1
  A: 9	B: -13	C: -2	D: 17	E: .	F: 0.8	G: 1	H: 2	I: -16

> O=C(Oc1ccc(-c2nnco2)cc1)N1CCOCC1
  A: -2	B: -2	C: 26	D: 0	E: .	F: -0.019	G: -5	H: 0	I: 14

> O=C(CN1C(=O)c2ccccc2S1(=O)=O)Nc1ccc(S(=O)(=O)N2CCCCC2)cc1
  A: 15	B: -3	C: 8	D: 5	E: -2	F: 1.1	G: 83*	H: -27	I: .

> O=c1nc(/C=C/c2ccc(-c3ccc(F)cc3)o2)cc(C(F)(F)F)[nH]1
  A: -14	B: -40	C: -88	D: -1	E: -14	F: 0.5	G: -2	H: 5	I: 9

> Cc1cccc(C(=O)Nc2ncc(CN3CCOCC3)s2)c1
  A: 9	B: -9	C: 6	D: 11	E: 7	F: -0.97	G: 2	H: 1	I: -26

> COc1ccc(C(=O)c2c(C)oc3cc([N+](=O)[O-])c(O)c([N+](=O)[O-])c23)cc1
  A: 28	B: -2	C: -35	D: 3	E: -8	F: .	G: 2	H: -4	I: -11

> Cc1noc(C)c1COc1ccc(C(=O)OCC(=O)Nc2ccc3ccccc3c2)cc1
  A: -7	B: -6	C: 92*	D: -7	E: -28	F: -0.73	G: 36	H: -1	I: 7

> CCCCNC(=O)CCc1nc2cccnc2n1Cc1ccc(OC)cc1
  A: -13	B: -10	C: 5	D: 1	E: 0	F: 0.66	G: -3	H: -2	I: -7

> O=C(Nc1ccc(OCC(=O)N2CCN(S(=O)(=O)c3ccccc3)CC2)cc1)c1ccco1
  A: 15	B: -13	C: -57	D: -14	E: -4	F: 1.4	G: 26	H: 1	I: -4

> CCOC(=O)CSc1nc2ccc(C)cc2cc1C#N
  A: -10	B: -2	C: 26	D: -12	E: 4	F: -0.12	G: 1	H: 9	I: -24

> C=CCc1ccccc1OCC(O)CN(C(C)C)C(C)C (stereo unspecified)
  A: -20	B: 2	C: -2	D: -4	E: -6	F: -0.22	G: -6	H: 0	I: 0

> CN1CCN(C(=O)c2ccc(CN3CCOCC3)cc2)CC1
  A: -13	B: 0	C: 11	D: 4	E: -7	F: -0.64	G: .	H: 16	I: -33

> CCOC(=O)/C(C(=O)Nc1ccccc1Cl)=C1/NC(C)(C)Cc2ccccc21
  A: -6	B: -8	C: -15	D: 14	E: -13	F: 2.8*	G: -4	H: 0	I: -3

> O=C1C=C(c2ccccc2)C(O)(c2ccccc2)C1 (stereo unspecified)
  A: -10	B: -4	C: -7	D: 2	E: 14	F: 1.2	G: 9	H: -1	I: -24

> O=C(c1cc(C2CC2)on1)N1CCN(c2ccc(F)cc2)CC1
  A: -11	B: -12	C: -11	D: 18	E: 5	F: 0.37	G: 3	H: 2	I: -39
